Screens as filed in PubChem.
Jurkat viability = reduces viability or proliferation of Jurkat cells; Jurkat E6.1 viability, ATP luminescence, 48 h; inhibition, % at 4 µM; 56,000 tested, 1.2% active; AID 463;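 active = inhibition above the mean inhibition of all tested compounds plus 3 SD, cut at about 28% in these data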
5HT1a antag = antagonists of human 5-HT1a serotonin receptor. CHO 5-HT1a Ga15 NFAT-bla reporter, antagonist mode. inhibition, % at 10 µM. 62,000 tested, 0.68% active. P08908;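 active = inhibition above the mean of all tested compounds plus 3 SD, cut at about 43% in these data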;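 note: receptor stimulated by 5-CT agonist at 100 nM near EC80; beta-lactamase reporter measured by ratiometric fluorescence of a cleavable substrate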
Target sequence (P08908 whole entry, looked up): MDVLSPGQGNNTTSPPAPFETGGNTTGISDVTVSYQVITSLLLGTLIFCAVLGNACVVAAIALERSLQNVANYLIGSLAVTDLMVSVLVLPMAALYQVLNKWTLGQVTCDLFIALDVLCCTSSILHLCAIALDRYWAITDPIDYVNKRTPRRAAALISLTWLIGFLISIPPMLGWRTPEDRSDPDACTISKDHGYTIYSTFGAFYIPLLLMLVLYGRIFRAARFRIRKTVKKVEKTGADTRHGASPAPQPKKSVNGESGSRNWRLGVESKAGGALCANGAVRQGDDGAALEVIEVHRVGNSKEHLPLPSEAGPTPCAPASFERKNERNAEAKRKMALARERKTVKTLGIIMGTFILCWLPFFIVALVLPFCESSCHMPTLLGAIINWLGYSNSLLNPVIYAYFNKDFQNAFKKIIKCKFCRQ
M1 antagonist = antagonists of rat M1 muscarinic receptor; 64,000 tested, 3.4% active; CHO-M1 cells, Fluo-4 calcium, ACh EC80 antagonist mode; stronger effect = lower value; B-score at 10 µM; P08482;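 active = calcium fluorescence response, raw or row-and-column corrected B-score, differing from the plate sample mean either way at a set confidence level, mostly lower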
5HT1a ag = 5-HT1a (human) receptor agonism. P08908. CHO 5-HT1a Ga15 NFAT-bla reporter, FRET ratio; 0% basal, 100% maximal reference agonist. activation, % at 10 µM. 65,000 tested, 0.56% active. AID 567;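 active = activation above the screen-wide mean activation plus 3 SD, cut at about 19% in these data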;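 note: 0% = DMSO wells and 100% = 5-CT at EC100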
M1 agonist = agonists of M1 muscarinic receptor; CHO-M1 cells, Fluo-4 calcium fluorescence, agonist mode; stronger effect = higher value; B-score at 10 µM; 64,000 tested, 3% active; AID 626;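 active = fluorescence rise, raw or as B-score row- and column-corrected plate score, outside the 99.7% band of its plate's samples, either direction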
S1P3 agonist = agonists of human S1P3 receptor; Q99500; S1P3 NFAT-BLA reporter cells, agonism, FRET ratio; relative to 1 µM S1P, basal subtracted; activation, % at 4.5 µM; 60,000 tested, 0.1% active;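 active = activation above the screen-wide mean plus 3 SD, cut at about 4.5% in these data, passing the limit was not always enough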; note: some compounds called inactive have numbers as strong as hits
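Assay system: stable CHO line with human S1P3, Gα16, NFAT-BLA reporter; Detection: FRET β-lactamase substrate fluorescence, excitation 405 nm, 460/535 nm emission ratio, background-subtracted; Read-out: percent activation versus median 1 µM S1P response, basal-subtracted, per plate; Incubation: cells plated overnight, compound 4 h 37 °C, substrate 2 h RT.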
S1P1 ag-PAM = agonists and agonism potentiators of human S1P1 receptor. P21453. S1P1 CRE-bla cells, forskolin, beta-lactamase FRET, potentiator mode; S1P1 agonist co-added at EC20, 2 nM; 100% = saturating reference agonist, 0% = basal. activation, % at 9.5 µM. 56,000 tested, 0.57% active. AID 449;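 active = activation above a cutoff set at the mean activation of all tested compounds plus 3 SD, cut at about 54% in these data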;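 note: forskolin at 4 µM as EC80 and the EC20 agonist is SEW2871; 100% = SEW2871 at its EC100 plus forskolin at EC80; some compounds past the cut are filed as inactive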
5HT1E antag = antagonists of human 5-HT1E serotonin receptor; inhibition, % at 6 µM; 65,000 tested, 0.99% active; CHO 5-HT1E Ga15 NFAT-bla reporter, FRET, antagonist;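 active = inhibition above a set limit, the mean inhibition across every tested compound plus 3 SD, cut at about 29% in these data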;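 note: signal is the 460 over 535 nm emission ratio of beta-lactamase substrate; 0% = agonist plus DMSO wells and 100% = wells without agonist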
Target sequence (P28566 whole entry, looked up): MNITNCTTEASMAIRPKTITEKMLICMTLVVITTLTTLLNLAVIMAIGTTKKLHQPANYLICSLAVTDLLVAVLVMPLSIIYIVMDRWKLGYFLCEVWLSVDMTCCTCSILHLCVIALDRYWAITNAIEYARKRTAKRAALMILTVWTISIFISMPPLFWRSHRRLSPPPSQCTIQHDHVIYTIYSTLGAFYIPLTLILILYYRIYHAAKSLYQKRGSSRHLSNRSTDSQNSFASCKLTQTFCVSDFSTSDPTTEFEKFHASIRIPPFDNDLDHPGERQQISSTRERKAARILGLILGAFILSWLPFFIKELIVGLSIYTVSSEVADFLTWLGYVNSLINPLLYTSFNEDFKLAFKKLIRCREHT
HTR1E agonist = activates the human 5-HT1E serotonin receptor; CHO 5-HT1E Ga15 NFAT-bla reporter, FRET; 0% DMSO wells, 100% control agonist wells; activation, % at 6 µM; P28566; 65,000 tested, 0.69% active;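 active = activation above a set limit, the screen-wide mean activation plus 3 SD, cut at about 8.5% in these data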;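 note: 100% = positive control agonist at 1 µM giving full maximal response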
The depositor's hits bear a star; x = no result given.

The opening 2 compounds as a preview:
SMILES	Jurkat viability	5HT1a antag	M1 antagonist	5HT1a ag	M1 agonist	S1P3 agonist	S1P1 ag-PAM	5HT1E antag	HTR1E agonist
CC(=O)c1ccc(OCC(=O)NC2CCS(=O)(=O)C2)cc1 (configuration not stated)	0	-7	-0.68	-3.7	0.012	-0.3	-45	-7	0.6
CCOC(=O)C1CCN(C(=O)c2ccc3c(c2)OCO3)CC1	-2	-5	0.058	-1.6	1.4	0.6	0	1	0.0

Main list, from the first entry:
SMILES	Jurkat viability	5HT1a antag	M1 antagonist	5HT1a ag	M1 agonist	S1P3 agonist	S1P1 ag-PAM	5HT1E antag	HTR1E agonist
CC(=O)c1ccc(OCC(=O)NC2CCS(=O)(=O)C2)cc1 (configuration not stated)	0	-7	-0.68	-3.7	0.012	-0.3	-45	-7	0.6
CCOC(=O)C1CCN(C(=O)c2ccc3c(c2)OCO3)CC1	-2	-5	0.058	-1.6	1.4	0.6	0	1	0.0
COc1cccc(NC(=O)CN2CCN(S(=O)(=O)c3ccc(C(C)C)cc3)CC2)c1	0	-12	0.033	-2.6	-0.84	0.7	-9	-2	-0.5
COC(=O)c1ccc(Oc2c(C)oc3c(CN4CCN(C)CC4)c(O)ccc3c2=O)cc1	2	-14	-2	-0.8	0.49	-0.7	-19	-7	1.6
COC(=O)c1cc(NS(=O)(=O)c2ccc3c(c2)CCC(=O)N3)cc(C(=O)OC)c1	1	-6	-0.022	-4.6	0.053	-0.9	3	3	0.4
COc1cccc(C2C(C(N)=O)=C(C)Nc3nc(-c4cccc(Cl)c4)nn32)c1 (configuration not stated)	-3	1	-0.03	-3.0	-0.017	-0.5	-22	5	-0.1
CC1COC(c2cccn2Cc2ccccc2Cl)=N1 (configuration not stated)	-1	6	-0.59	-1.0	0.7	-0.1	-5	5	-2.3
COc1cccc(N2CCN(C(=O)CCn3c(=S)[nH]c4cc5c(cc4c3=O)OCO5)CC2)c1	x	-8	-0.4	0.5	0.088	x	x	6	-1.1
CCOc1ccc(NC(=O)c2cc3n(n2)C(C(F)(F)F)CC(c2ccco2)N3)cc1 (configuration not stated)	3	13	-1	-1.3	-1.1	-0.8	44	1	-1.1
CC(C)C[C@H](NC(=O)N1CCN(c2ccccc2)CC1)C(=O)O	-6	-12	-1.7	-4.8	-0.3	-1.4	-8	-1	2.0
COc1ccccc1-n1c(SCC(=O)NC2CCCCC2)nc2c(c1=O)SCC2	-1	11	0.48	-3.1	0.016	-1.3	9	-9	0.7
c1ccc(CCNc2ncnc3nc[nH]c23)cc1	-1	-4	-1.1	1.2	-1.1	-0.3	12	1	-0.1
O=C(Cn1c(=O)sc2ccccc21)Nc1ccc(S(=O)(=O)N2CCCCC2)cc1	2	0	-0.87	-3.1	-1	-0.9	3	0	0.1
CN1CCN(c2ccc(Cl)cc2NS(=O)(=O)c2ccccc2Cl)CC1	-7	6	-3.6*	-3.1	-1.1	-0.1	-28	-6	-0.1
O=C(O)[C@H](Cc1ccccc1)N1C(=O)c2ccncc2C1=O	-6	-15	0.075	-0.8	-0.0053	0.1	-6	-8	-0.5
CCCN(CCC)C1CC(=O)N(Cc2ccccc2)C1=O (configuration not stated)	-10	2	0.08	-0.9	-0.2	-0.1	-12	-7	0.1
c1ccc2c(c1)c1c3n2CCNC3CCC1 (configuration not stated)	-5	0	0.49	-2.0	0.52	-0.1	-5	3	0.9
Cc1cc(C(=O)O)sc1C	6	2	0.041	-1.4	-0.44	-1.1	-2	-1	0.1
CCOC(=O)c1cccc(NC(=O)C2CCN(S(=O)(=O)c3cccs3)CC2)c1	x	7	0.011	-0.2	0.11	x	x	15	-0.5
N#Cc1cc2c(=O)n3ccccc3nc2n(Cc2cccnc2)c1=N	x	7	-0.041	-0.8	0.31	x	x	-1	-0.6
C=CCNc1nc(N)c(C(=O)Nc2cc(C)on2)s1	-2	-1	-0.42	-2.5	0.54	-0.5	x	3	-1.1
CC(=O)N(c1cccc(Br)c1)C1C=CS(=O)(=O)C1 (configuration not stated)	-4	-15	-0.04	2.9	-0.051	-0.3	-8	-3	0.8
CCN1C(=O)c2ccccc2S(=O)c2ccc(C(=O)N3CCCCCC3)cc21 (configuration not stated)	6	-7	-2.3	-2.5	-0.12	-0.2	-23	5	0.9
Cc1nc2cc(-c3cccc(F)c3)nn2c(C)c1CCC(=O)NC(C)CCc1ccco1 (configuration not stated)	5	19	0.17	-1.2	-1	0.5	4	-6	0.4
CCN(C(=O)CSc1ccc2c(c1)OCCO2)C1CCS(=O)(=O)C1 (configuration not stated)	-7	7	1.5	-2.7	0.014	0.4	2	1	-0.5

Two entries from above, with two lines to a compound:
Sequence of screens – Jurkat viability | 5HT1a antag | M1 antagonist | 5HT1a ag | M1 agonist | S1P3 agonist | S1P1 ag-PAM | 5HT1E antag | HTR1E agonist
C=CCNc1nc(N)c(C(=O)Nc2cc(C)on2)s1
    -2 | -1 | -0.42 | -2.5 | 0.54 | -0.5 | x | 3 | -1.1
CC(=O)N(c1cccc(Br)c1)C1C=CS(=O)(=O)C1 (configuration not stated)
    -4 | -15 | -0.04 | 2.9 | -0.051 | -0.3 | -8 | -3 | 0.8

(cont.)
SMILES	Jurkat viability	5HT1a antag	M1 antagonist	5HT1a ag	M1 agonist	S1P3 agonist	S1P1 ag-PAM	5HT1E antag	HTR1E agonist
COc1ccc(NC(=O)NCCCN2CCN(c3cc(C)ccc3C)CC2)cc1	7	20	-0.29	0.9	-0.93	-0.4	-12	5	-0.4
O=C(Cn1nnc2c(cnn2-c2ccccc2)c1=O)NCc1cccs1	-1	11	1.4	-0.7	0.14	-0.1	4	7	-0.5
Cc1cc(C)nc(/N=c2/ssnc2Cl)c1	4	9	0.03	-3.8	6.3*	-1.5	-22	-6	-0.1
CCSc1nnc(-c2ccc(S(=O)(=O)N3CCCC3)cc2)n1C	-2	6	x	-1.9	x	-0.9	-7	-10	1.2
CCCCOC(=O)Nc1nccs1	-8	-16	0.032	-0.6	-0.52	0.0	-8	-4	-0.8
C=CCn1c(SCc2cc(C(=O)OC)c(C)o2)nnc1-c1ccncc1	4	-1	0.3	-1.1	-0.51	0.5	4	-6	6.8
Cc1cccc(N(CC(=O)NCc2ccco2)C(=O)CCC(=O)Nc2ccccn2)c1	-4	5	-0.13	-2.6	-0.06	0.1	15	4	0.4
CCOC(=O)c1cccc(C(=O)OCC)n1	1	-4	0.74	2.1	-1.1	-0.4	0	-10	-0.8
O=S(=O)(c1ccc(F)c2ccccc12)N1CCCCC1	-2	-2	-0.35	-1.6	1.8	-0.8	14	3	-0.3
c1ccc(CNCCN2CCNCC2)nc1	0	6	-0.079	-0.2	-0.022	0.1	-22	-6	0.2
Nc1ccc(Sc2nnnn2-c2ccccc2)c(Cl)c1	6	7	-0.21	-2.9	-0.27	-0.2	34	10	-0.1
Clc1ccccc1-c1nnc2sc(-c3ccc(Br)o3)nn12	1	16	-0.17	-4.2	1.2	-0.8	11	3	-0.4
CCN(CC)c1nc(Nc2ccccc2)nc(Oc2ccc(=O)[nH]n2)n1	0	14	-0.13	-4.2	-0.29	-2.1	-15	22	-0.2
COc1ccccc1-c1cc(C(=O)Nc2c(F)cc(F)cc2Br)no1	3	17	0.41	0.1	0.56	-0.4	23	-6	0.7
O=C(COc1ccccc1)Nc1cccc(-c2nnc(-c3ccccc3)o2)c1	2	3	-0.56	-1.4	-0.21	-1.0	11	6	-0.2
O=C(c1noc2c1CCCC2)N1CCN(Cc2ccccc2)CC1	-1	-3	0.03	-2.4	0.059	-0.1	5	-2	0.0
COc1ccc(OC)c(-n2c(CN3CCC(C(N)=O)CC3)nc3ccccc3c2=O)c1	2	0	0.29	-4.3	0.25	-1.5	-49	-1	1.7
CCOC(=O)C1=C(C)N=C2SC(C)C(=O)N2C1c1cccc(F)c1 (configuration not stated)	x	x	0.55	0.6	1.2	2.3	-8	3	0.0
CC(=O)N(C)c1ccc(OCC(O)CN(Cc2ccco2)S(=O)(=O)c2ccc(C)cc2)cc1 (configuration not stated)	8	-4	-0.36	-2.4	0.38	-1.0	x	5	0.2
COc1cc(-c2nc(S(=O)(=O)c3ccc(C)cc3)c(N(C)C)o2)cc(OC)c1OC	-3	-1	0.13	0.7	-0.21	1.0	6	-1	1.0
CC1CN(C(=O)c2ccc(COCC(F)(F)F)o2)CC(C)O1 (configuration not stated)	-6	2	-0.14	0.2	0.14	-0.8	-4	-7	-0.6
CCOC(=O)c1c(C)[nH]c(C(=O)OCC(=O)N2CC(C)OC(C)C2)c1C (configuration not stated)	-10	-2	0.00036	-2.1	0.21	-0.6	-2	-10	-0.7
O=C(CSc1nnc(CNc2ccc(F)cc2)n1Cc1ccco1)NC1CC1	5	4	0.74	-2.8	-0.0037	-0.6	3	-6	-0.9
COC(=O)c1ccccc1NC(=O)C1CCCN(c2nnc(-n3cccc3)s2)C1 (configuration not stated)	4	-9	-0.34	-0.2	-0.74	-0.8	-1	-4	0.1
O=C(O)CC(C(=O)O)n1nc(-c2ccccc2)cc1-c1ccccc1 (configuration not stated)	-4	16	x	0.5	x	1.0	-10	-4	0.0
The list continues:
SMILES	Jurkat viability	5HT1a antag	M1 antagonist	5HT1a ag	M1 agonist	S1P3 agonist	S1P1 ag-PAM	5HT1E antag	HTR1E agonist
O=C(COc1ccc(S(=O)(=O)NCc2ccccc2)cc1Cl)N1CCOCC1	2	-1	-0.0083	0.3	-1.2	-1.1	-1	3	0.3
O=C(CSc1nnc(-c2ccccn2)n1Cc1ccco1)c1ccc(-c2ccccc2)cc1	0	9	x	-0.9	x	0.0	-1	-11	0.5
COc1ccccc1NC(=O)C1C2C=CC(O2)C1C(=O)O (configuration not stated)	0	-12	0.3	-1.8	0.041	-0.8	3	-2	0.4
CCOC(=O)c1cnc(-n2nc(C)cc2C)nc1N1CCOCC1	-5	-4	0.24	-1.0	-0.27	-1.0	-6	11	0.5
CC(=O)Nc1c(-c2ccc(F)cc2)nc2ccccn12	0	-10	-0.23	0.6	-0.59	-0.2	3	8	0.9
O=C(CCCOc1ccc(Cl)cc1)N1CCOCC1	-3	-4	-0.03	-1.8	-0.96	0.2	x	-6	-0.5
O=C(Cc1cccs1)Nc1nc2c(s1)CCCC2	38*	-7	-0.57	-0.8	-0.41	-0.8	2	5	0.1
COc1ccc(N2C(=O)C3CCCN3C2c2cccc(C)c2)cc1 (configuration not stated)	2	12	0.71	3.9	0.17	-0.7	-12	2	-0.3
CCN1CCCC1CNC(=O)C(NC(=O)C1CCC(C)CC1)C(C)C (configuration not stated)	-3	-13	0.075	1.3	0.0046	-0.1	-3	1	-0.2
CCN1CC=C2C(C#N)=C(N)C(C#N)(C#N)C(CCc3ccccc3)C2C1 (configuration not stated)	5	2	-2.5*	1.9	32*	0.0	10	0	0.4
CCOC(=O)CNC(=O)c1cn(CC(C)C)c(=O)c2cc(OC)c(OC)cc12	x	-11	0.15	0.2	1.5	x	x	9	-1.5
O=C(c1nnc(Cc2ccc(Cl)cc2)o1)N1CCc2ccccc2C1	3	0	-0.79	-1.9	-0.14	0.7	-3	1	0.9
Cc1ccccc1-c1nnn(CC(=O)NCc2ccc3c(c2)OCO3)n1	-5	0	-0.014	-2.2	0.026	0.0	0	0	0.4
CC(=O)c1c(C)n(-c2ccc(N(C)C)cc2)c2ccc(OCC(N)=O)cc12	x	-10	0.44	0.6	0.34	x	x	1	0.0
O=C(CCC1CCCC1)Nc1ccc(Br)cn1	-4	-4	-0.0012	0.9	-0.16	-0.3	-13	-6	-0.1
Nc1nnc(SCC(=O)N2CCc3ccccc32)n1-c1ccccc1	-2	-3	0.8	-2.2	0.43	-1.0	-19	-1	-0.3
